Compound activity from PubChem BioAssay.
ssDAF-12 act – S. stercoralis DAF-12 activation, primary screen | activation, % at 6.8 µM | 370,000 compounds, 1% hits | HEK293 ssDAF-12/GRIP1 lit1-tk-luc reporter, luminescence; % of 3 µM dafachronic acid response;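 active = activation above the mean over all tested compounds plus 3 SD, cut at about 0.9% in these data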;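 note: 0% = DMSO-only wells and 100% = 3 µM delta7-dafachronic acid wells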
DAX1 inh-1 – inhibits human nuclear receptor DAX1; 340,000 compounds, 0.99% hits; inhibition, % at 6.75 µM; HEK293 Gal4-DAX1 luciferase reporter, luminescence; P51843; AID 504766;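 active = inhibition above the mean over all tested compounds plus 3 SD, cut at about 4.2% in these data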;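 note: 0% = DAX1-transfected cells with DMSO and 100% = empty-vector control cells with DMSO; inhibition shows as a rise in luminescence from relieved DAX1 repression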
Target sequence (P51843 207-470 limits assumed): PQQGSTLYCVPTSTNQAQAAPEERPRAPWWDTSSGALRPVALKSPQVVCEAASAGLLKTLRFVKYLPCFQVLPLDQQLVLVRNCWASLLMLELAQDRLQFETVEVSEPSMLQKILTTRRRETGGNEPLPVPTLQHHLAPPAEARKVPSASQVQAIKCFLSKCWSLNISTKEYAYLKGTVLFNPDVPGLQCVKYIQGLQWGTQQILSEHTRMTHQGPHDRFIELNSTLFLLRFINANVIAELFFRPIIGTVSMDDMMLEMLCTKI
GAA850 FXN act – increases GAA850 frataxin promoter reporter activity; HEK293 lucGAA850 FXN promoter luciferase reporter, 24 h; percent of 10 µM SAHA response; activation, % at 6 µM; 360,000 compounds, 0.56% hits; AID 540364;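 active = activation above the average of all compounds screened plus 3 SD, cutoff fixed separately per campaign, cut at about 7.5% in these data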;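 note: 0% = DMSO wells and 100% = 10 µM SAHA wells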
ADAM10 inh – inhibitors of human ADAM10; inhibition, % at 7 µM; 370,000 compounds, 0.62% hits; O14672; AID 720582; recombinant ADAM10, EDANS/DABCYL FRET peptide cleavage, 3 h;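 active = inhibition above a per-campaign cutoff equal to the mean of compounds falling between control-based bounds plus 3 SD, cut at about 20% in these data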;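 note: 0% = DMSO wells while the 100% control is not disclosed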
Target sequence (O14672 214-748 limits assumed): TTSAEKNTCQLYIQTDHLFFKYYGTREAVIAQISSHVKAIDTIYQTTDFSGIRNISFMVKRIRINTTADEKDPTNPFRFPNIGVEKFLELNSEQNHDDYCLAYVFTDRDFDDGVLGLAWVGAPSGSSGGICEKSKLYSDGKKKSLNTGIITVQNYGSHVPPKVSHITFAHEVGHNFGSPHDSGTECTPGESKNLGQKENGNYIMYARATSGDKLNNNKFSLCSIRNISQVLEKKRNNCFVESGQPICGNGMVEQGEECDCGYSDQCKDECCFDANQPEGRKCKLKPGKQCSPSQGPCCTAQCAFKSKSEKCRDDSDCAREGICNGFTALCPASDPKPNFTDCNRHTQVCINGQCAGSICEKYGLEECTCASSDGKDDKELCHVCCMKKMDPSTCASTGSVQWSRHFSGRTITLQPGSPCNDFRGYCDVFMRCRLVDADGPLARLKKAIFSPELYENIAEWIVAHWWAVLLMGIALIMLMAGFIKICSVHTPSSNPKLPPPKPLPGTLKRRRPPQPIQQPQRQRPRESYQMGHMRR
hcDAF-12 act – activates DAF-12 receptor from parasite H. contortus | HEK293 hcDAF-12 lit1-tk-luc reporter, luminescence; 0% DMSO, 100% Δ7-dafachronic acid | activation, % at 6.8 µM | 370,000 compounds, 1.4% hits;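 active = activation above the mean of all tested compounds plus 3 SD, cut at about 5.5% in these data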;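 note: 100% = response to 3 µM Δ7-dafachronic acid high control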
PG9 binder – small molecules binding HIV-1 gp120 antibody PG9 | TR-FRET gp120-PG9 antibody binding | inhibition, % at 6.7 µM | 360,000 compounds, 0.43% hits | AID 624416; in the data active = inhibition above about 8.5%
hgDAF-12 ag – activates the H. glycines DAF-12 receptor ligand-binding domain; HEK293 GAL4-hgDAF12 UAS-luciferase reporter, agonist luminescence; normalized to butyrate control; activation, % at 6.8 µM; 370,000 compounds, 1.8% hits;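 active = activation above a cutoff set at the mean of all screened compounds plus 3 SD, cut at about 10% in these data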;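 note: 0% = DMSO wells and 100% = sodium butyrate wells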
NPR1 activator – GC-A (human) enzyme activation | P16066 | HEK293 GC-A cells, cGMP TR-FRET, EC30 ANP; 0% at EC30 ANP, 100% saturating ANP | activation, % at 10 µM | 370,000 compounds, 0.14% hits | AID 1671463; in the data active = activation above about 40%
SMARCA2 act – increases SMARCA2 function in MMTV reporter cells. MG213 cells, MMTV-luciferase reporter, dexamethasone, overnight. activation, % at 9.1 µM. 370,000 compounds, 1% hits. AID 652017; in the data active = activation above about 7.8%;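 note: 0% = vehicle wells and 100% = reference activator wells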
ADAM17 inh – inhibitors of human ADAM17; P78536; recombinant ADAM17, EDANS/DABCYL FRET peptide cleavage; inhibition, % at 6.95 µM; 370,000 compounds, 0.83% hits; AID 720648;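 active = inhibition above the mean of compounds lying between control limits plus 3 SD, set per campaign, cut at about 8.5% in these data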;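 note: 0% = DMSO-only wells as the low control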
DAX1 inh-2 – DAX1 (NR0B1) inhibition, primary screen; HEK293T StAR-luciferase reporter, SF-1/DAX-1 repression relief; inhibition, % at 6.8 µM; 370,000 compounds, 1.1% hits; AID 652010;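 active = inhibition above the mean over all tested compounds plus 3 SD, cut at about 3.6% in these data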;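 note: 0% = DAX-1 cells with DMSO and 100% = cells lacking DAX-1 with DMSO; higher inhibition means more luminescence from relief of DAX-1 repression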
Active calls of the source: *; i = inactive; . = no result given.

compound	GAA850 FXN act	ADAM10 inh	hgDAF-12 ag	PG9 binder	hcDAF-12 act	DAX1 inh-2	ADAM17 inh	ssDAF-12 act	SMARCA2 act	DAX1 inh-1	NPR1 activator
Nc1nc(Cl)cc(N2CCCC2)n1	1.1	-4	2.1	-0.2	-1.9	-0.4	-5	-1.8	-3	0.0	-2
COc1ccccc1CN1C(=S)SC(C)(C)C1NO (stereo not given)	-0.1	15	3.6	-0.9	-2.8	-0.2	7	-1.1	-5	-1.1	2
CC(=O)CC(CC(=O)NC1CCCCC1)c1ccccc1 (stereo not given)	0.6	1	-0.7	0.3	0.7	0.2	-1	-0.8	3	-0.7	0
CC(=O)c1ccc(S(=O)(=O)N(C)CC(=O)Nc2cccc(S(=O)(=O)N3CCCC3)c2)cc1	3.7	-12	-0.6	-2.4	-1.0	0.1	0	-0.2	0	-1.0	1
COc1ccc(NC(=O)COc2cc(C)cc(C)c2)cc1S(=O)(=O)N1CCCCC1	-4.1	7	-2.7	-1.6	-2.9	-5.5	1	-1.5	-1	-4.5	1
Cc1ccccc1COc1ccc(/C=C(\C#N)C(N)=O)cc1	0.6	-2	4.7	-1.7	-0.3	-0.7	-1	-1.4	-1	1.9	6
Cc1cccc(NC(=O)/C(=C\c2ccco2)NC(=O)c2ccccc2)c1	-3.8	-1	-2.1	-2.9	-0.4	-0.3	2	-1.6	-4	0.4	1
N#Cc1nc(COc2ccc(Cl)cc2)oc1N1CCCC1	-2.2	1	-2.0	-0.1	-1.8	-0.7	-2	-1.4	-2	0.1	6
C/C(=N\O)C(=O)NCc1ccncc1	-0.6	-3	0.6	1.1	-0.4	0.0	-2	-1.2	1	-0.9	2
Cc1ccccc1N(CC(=O)N1CCCCCC1)S(C)(=O)=O	1.9	4	0.5	0.5	-1.7	-0.2	-1	-1.8	1	1.9	0
CN1C(=O)CSC1=NCC12CC3CC(CC(C3)C1)C2	1.6	-9	0.8	-0.6	-2.9	0.5	-5	-1.0	-3	-0.6	-1
COc1ccccc1/C=C/C1(C(=O)NC2CCCC2)CC(=O)N1c1ccc(F)cc1 (stereo not given)	-6.6	-4	0.7	0.2	-2.1	-1.7	-3	-1.6	-1	0.0	-27
Cc1nn(CC(=O)NCCc2ccco2)c(=O)c2nn(-c3ccccc3)c(C)c12	1.5	-7	1.6	-1.3	-1.2	-0.2	-1	-0.8	-2	0.5	0
CC(=O)N1CCN=C1SCc1cccc(Cl)c1	1.7	1	-0.3	0.8	0.5	-1.4	-4	-2.1	2	-0.6	9
CC(=O)CCC1CC(c2ccc(Cl)cc2)=NO1 (stereo not given)	-0.1	0	1.2	-0.7	2.4	0.5	-5	-1.0	3	-0.3	-4
COc1ccc(Br)cc1/C=N/NC(=O)c1ccc2nc[nH]c2c1	1.4	-21	2.2	-1.5	-2.3	0.5	-2	-1.0	-1	-0.2	-13
O=C1C=C(NCc2ccccc2)CCC1	-0.7	-40	2.7	-2.4	0.0	0.4	-14	-1.5	0	0.4	-1
COCCN(Cc1ccccc1)C(=O)Cc1ccc(OC)c(S(=O)(=O)N2CCOCC2)c1	-0.3	4	-1.8	-1.2	-0.9	0.4	-3	-0.5	-1	-1.0	0
CCC(C(=O)Nc1ncccn1)(C(F)(F)F)C(F)(F)F	-2.1	-2	-1.8	0.6	-0.8	0.4	-6	-1.3	0	0.9	4
CC(=O)N(C)C1(c2nnnn2CCOC(=O)Nc2ccc(Cl)cc2)CCCCC1	-3.6	1	0.3	-0.5	-1.3	-0.3	1	-1.0	1	-1.6	-1
CC(C)OCCCNC(=O)c1cc(S(=O)(=O)N2CCc3ccccc32)cn1C	-1.3	-7	-2.5	-0.2	0.9	-1.4	-3	-1.2	-4	0.7	-27
O=C(COC(=O)/C=C/c1ccc(F)cc1)Nc1ccccc1-c1ccccc1	3.6	-6	-0.2	-1.1	3.6	0.1	-1	-0.6	-2	-0.1	-1
O=c1[nH]c2cc3c(cc2cc1CN(Cc1ccccc1)Cc1nnnn1Cc1ccco1)OCCO3	0.8	i	4.6	-0.7	8.3*	1.4	-292	0.2	3	-1.2	7
CC1CC(C)CN(C(=O)CSCC(=O)O)C1 (stereo not given)	1.0	-6	-0.8	0.6	-2.0	0.7	-6	-1.7	-4	3.2	3
COc1ccc(Cl)cc1C(=O)NCc1ccc2c(c1)OCO2	-0.2	-1	0.0	-1.5	-2.0	-0.4	1	-1.8	1	-0.3	-3
NS(=O)(=O)c1cccc(NC(=O)COC(=O)Cn2cc(C(F)(F)F)ccc2=O)c1	-0.2	-9	-0.6	-1.0	0.6	0.5	-1	-1.7	3	1.2	2
CCN(CC)C(=O)c1cccc(-c2csc(C(O)c3ccc(OC)cc3)n2)c1 (stereo not given)	-1.9	-1	-5.3	0.7	-2.4	-2.2	2	-1.8	-3	.	4
CCC(=O)NC(c1ccc(OC)cc1)c1cc(Cl)c2cccnc2c1O (stereo not given)	-2.0	-2	-0.8	1.5	-0.7	-1.8	-1	-2.1	-3	-0.8	4
CCOC(=O)C(=O)N(C)c1c(CC)nc2c(OCc3cccc(Cl)c3)cccn12	1.6	6	0.8	-0.9	0.3	-0.2	1	-1.4	0	.	-2
Cc1cc(/C=C2/NC(=O)N(Cc3ccccc3F)C2=O)c(C)n1-c1ccccn1	1.2	-37	4.6	-0.8	4.3	0.0	-7	1.3*	-1	-0.6	4
Clc1ccc(-c2nc(N3CCCCC3)nc3ccccc23)cc1	0.4	-2	0.8	0.6	2.3	0.1	-6	-0.6	-2	-0.3	-3
COCCCNC(=O)c1ccccc1Sc1ccc(NC(C)=O)nc1	1.1	3	-2.0	-0.2	-1.4	-0.1	-1	-0.8	0	0.3	-4
CC(NC(=O)CCNS(=O)(=O)c1ccc2c(c1)oc(=O)n2C)c1ccccc1 (stereo not given)	-0.5	-2	-2.0	0.6	0.3	-0.1	2	-1.0	1	-0.6	2
CCOC(=O)c1ccc(S(=O)(=O)N(CCO)Cc2cc3cc(OC)c(OC)cc3[nH]c2=O)cc1	2.0	-50	-2.4	1.7	-0.6	-0.3	-23	-1.1	-4	1.0	-3
Cc1c(C=NNC(=O)c2ccc(Br)cc2)c2ccccn2c1C(=O)c1ccncc1	-0.6	-21	2.0	-1.4	-0.8	0.9	1	-1.6	-3	-0.8	1
Cn1c(Sc2ccc(Br)cc2)c(C=O)c2ccccc21	-6.3	3	2.3	3.6	-0.8	-0.8	-2	-1.2	-4	-1.2	5
O=C(Cn1cc(C(=S)N2CCOCC2)c2ccccc21)N1CCOCC1	0.5	12	2.0	-0.3	0.1	-0.6	-1	-0.7	4	-0.1	1
C/C(=C/c1ccccc1)C(=O)N1CC(C)OC(C)C1 (stereo not given)	0.1	0	0.6	-1.1	1.9	-0.1	-2	-0.6	-1	1.2	4
S=C(Nc1ccccc1Cl)N(CCCN1CCOCC1)Cc1ccccn1	1.1	-7	-3.1	0.1	-2.6	-0.7	-6	-1.1	-2	-0.9	-3
O=C(OCCCN1CCC2(CCC(c3ccccc3)CC2)C1=O)c1ccccc1 (stereo not given)	.	7	3.7	.	-0.8	-0.4	5	-1.3	-3	.	-4
O=C(Nc1ccc2c(c1)OCCO2)C1CCN(c2nnnn2-c2ccccc2)CC1	-0.3	-5	-1.1	-0.2	-2.7	0.2	-2	-0.7	-3	0.0	-6
Cc1cc(/C=N/NC(=O)c2cccs2)c(C)n1-c1cnccn1	6.7	8	16*	-4.3	4.2	3.9*	-3	-0.1	7	1.6	3
N#CC1(NC(=O)COc2ccc3ccc(=O)oc3c2)CCCCC1	1.9	-16	1.1	-2.1	0.2	2.5	-2	-0.1	-3	1.6	0
COc1cccc(NC(=O)C2(S(=O)(=O)c3ccc(Cl)cc3)CC2)c1	2.5	1	-0.1	0.4	-1.9	-0.4	-2	-2.1	0	0.8	-15
O=C(NN1C(=O)C2C3C=CC(C4CC34)C2C1=O)c1ccc(Cl)cc1 (stereo not given)	-1.8	-2	0.3	-2.5	0.3	0.5	-30	0.0	2	-0.1	2
O=C(OC12CCCN(C1)/C(=C/c1cccnc1)C2)c1ccc(F)cc1 (stereo not given)	.	-4	-4.7	.	-5.8	-3.1	-3	-1.9	-3	.	0
COc1cc(NC(=O)c2cccs2)c(C(=O)OCC(=O)c2cc(C)n(-c3ccc(F)cc3)c2C)cc1OC	-12	-9	-4.0	0.3	-1.8	0.2	1	-1.8	-3	-2.0	0
C=CCCCCc1nc2ccccc2c(=O)n1N	-1.0	-11	1.2	-1.7	-2.0	0.2	-8	-1.5	4	-2.0	4
COc1ccc(CN(C)C(=O)Cn2ccsc2=N)cc1OC	-1.9	-3	3.4	-0.5	0.3	-0.5	-3	-1.1	1	0.1	0
N#Cc1ccc(/C=C\c2nccc3c2[nH]c2ccccc23)cc1	1.3	-349	2.9	3.0	3.7	-1.7	-103	0.3	9.9*	-1.8	11
CC(=O)c1c(C)[n+]([O-])c2ccc3c(non3O)c12	0.1	-8	4.1	-0.6	-2.0	-0.5	-5	-2.3	-2	1.8	-4

2 entries from above, field by field.
COc1cc(NC(=O)c2cccs2)c(C(=O)OCC(=O)c2cc(C)n(-c3ccc(F)cc3)c2C)cc1OC
  GAA850 FXN act: -12
  ADAM10 inh: -9
  hgDAF-12 ag: -4.0
  PG9 binder: 0.3
  hcDAF-12 act: -1.8
  DAX1 inh-2: 0.2
  ADAM17 inh: 1
  ssDAF-12 act: -1.8
  SMARCA2 act: -3
  DAX1 inh-1: -2.0
  NPR1 activator: 0
C=CCCCCc1nc2ccccc2c(=O)n1N
  GAA850 FXN act: -1.0
  ADAM10 inh: -11
  hgDAF-12 ag: 1.2
  PG9 binder: -1.7
  hcDAF-12 act: -2.0
  DAX1 inh-2: 0.2
  ADAM17 inh: -8
  ssDAF-12 act: -1.5
  SMARCA2 act: 4
  DAX1 inh-1: -2.0
  NPR1 activator: 4
